# High-throughput results from PubChem BioAssay.
# E-sel TNF inh – TNF alpha driven E-selectin expression inhibition; HUVEC TNFa-induced E-selectin immunofluorescence, high content; inhibition, % at 2 µM; 0.71% of 120,000 active;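 active = inhibition above the batch mean plus 3 SD, and confirmed as a hit on visual image review, cut at about 43% in these data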;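 also: 0% = TNF-stimulated DMSO wells and 100% = unstimulated control wells; not every result past the cut was called active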
# Measles CPE – protection of cells from measles virus | Measles virus-infected cells, CPE protection, absorbance | protection (pct of control), % at 4 µM | 1.5% of 140,000 active; in the data active = protection mostly above about 24%, no sharp cut-off; inactive = mostly below about 26%; also: some compounds called inactive have numbers as strong as hits
# HCT116 bCat-KO – beta-catenin-lacking colon tumor cell growth suppression | 1.5% of 140,000 active | HCT116 beta-catenin knockout viability, CellTiter-Glo, 60 h; active compounds read low | viability, % at 10 µM;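 active = viability at or under a set limit, the compound median less 4 SD, cut at about 6% in these data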;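 also: 0% = Hyamine 1622 control at 20 µM and 100% = untreated cell control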
# NPY Y2 blocker – NPY-Y2 (human) receptor antagonism; NPY-Y2 expressing cells, antagonist mode; AID 793; 0.99% of 140,000 active; inhibition, % at 2.7 µM; in the data active = inhibition above about 17%;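 also: 0% = vehicle with agonist challenge and 100% = reference antagonist with challenge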
# Target sequence (P49146 whole entry, looked up): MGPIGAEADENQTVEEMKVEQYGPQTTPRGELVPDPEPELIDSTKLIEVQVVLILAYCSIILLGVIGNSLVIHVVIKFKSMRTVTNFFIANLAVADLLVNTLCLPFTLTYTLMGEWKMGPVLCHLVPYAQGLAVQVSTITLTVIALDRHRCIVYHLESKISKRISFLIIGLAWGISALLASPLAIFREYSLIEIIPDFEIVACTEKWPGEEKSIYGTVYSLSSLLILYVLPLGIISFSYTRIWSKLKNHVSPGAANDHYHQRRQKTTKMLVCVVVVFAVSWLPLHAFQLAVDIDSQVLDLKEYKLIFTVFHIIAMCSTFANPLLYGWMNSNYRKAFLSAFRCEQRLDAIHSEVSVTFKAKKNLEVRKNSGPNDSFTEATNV
# MRP-1 activ – activators of MRP-1 | viability increase, % at 10 µM | H69AR cells + doxorubicin, viability rescue, CellTiter-Glo | 0.61% of 140,000 active | AID 799;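 active = viability gain under doxorubicin at or above a set limit, the compound median plus 3 SD, cut at about 4.7% in these data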;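 also: MRP-1 overexpressing cells given doxorubicin 25 µM after compound pretreatment; 18-22 h compound pretreatment then 72 h with doxorubicin before readout; 0% = doxorubicin-only wells and 100% = vehicle-treated cells without doxorubicin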
# GALR2 antag – GALR2 (human) receptor antagonism | O43603 | GALR2-expressing cells, antagonist mode | inhibition, % at 4 µM | 0.39% of 140,000 active | AID 828; in the data active = inhibition above about 27%;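 also: cells stimulated with galanin 1-16 at roughly its EC80; 0% = agonist challenge control and 100% = basal control without agonist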
# Target sequence (O43603 whole entry, looked up): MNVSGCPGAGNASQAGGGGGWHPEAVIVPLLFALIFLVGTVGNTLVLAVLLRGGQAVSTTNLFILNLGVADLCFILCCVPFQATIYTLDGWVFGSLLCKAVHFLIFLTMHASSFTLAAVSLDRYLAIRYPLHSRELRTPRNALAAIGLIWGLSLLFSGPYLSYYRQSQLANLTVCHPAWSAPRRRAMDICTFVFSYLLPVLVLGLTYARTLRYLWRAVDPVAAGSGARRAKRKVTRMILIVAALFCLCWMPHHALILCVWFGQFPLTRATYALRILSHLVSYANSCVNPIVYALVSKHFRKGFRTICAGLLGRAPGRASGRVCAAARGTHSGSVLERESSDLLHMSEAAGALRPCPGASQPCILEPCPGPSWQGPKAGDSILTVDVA
# HCT116 PTEN-null – growth suppressors of cells with PTEN tumor suppressor deletion. AID 827. HCT116 PTEN-null viability, CellTiter-Glo, 60 h; active compounds read low. 1.2% of 140,000 active. viability, % at 10 µM;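 active = viability at or below a set limit, 4 SD under the median of all tested compounds, cut at about 3.7% in these data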;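 also: PTEN knockout HCT116 line with beta catenin targeted HCT116 as companion control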
# Yeast lifespan up – extends the lifespan of yeast. S. cerevisiae growth with nicotinamide, OD615; deaD strain in restrictive glucose medium. inhibition of the nicotinamide effect, % at 10 µM. 0.68% of 130,000 active. AID 775;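 active = inhibition above a set limit, placed 3 SD over the median of all compounds, cut at about 26% in these data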;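 also: 0% = nicotinamide-treated wells and 100% = cells grown without nicotinamide; some compounds called inactive have numbers as strong as hits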
#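 assay system = DeaD-strain S. cerevisiae | buffer or medium = restrictive glucose medium | reagent = 1.5 mM nicotinamide | compound = 10 µM single point, 0.25% DMSO | incubation = 48 h compound exposure at 30 °C, humidified | signal = OD615 measurement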
# Phagocytosis inh – blocks phagocytosis by macrophages. J774A.1 macrophage IgG-bead phagocytosis, imaging. 0.07% of 110,000 active. AID 1029. inhibition, % at 5 µM;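 active = inhibition above the mean of the plate negative controls plus 5 SD, cut at about 13% in these data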;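 also: phagocytic index as fraction of beads internalized from green versus red external bead signal; plate controls were DMSO negative control for no effect and cytochalasin-D positive control for full effect; some results beyond the cut were filed as inactive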
# BB579 growth dn – yeast BB579 growth reduction in restrictive medium. S. cerevisiae BB579 growth, OD615, 48 h. inhibition, % at 10 µM. 0.51% of 140,000 active. AID 804;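 active = inhibition above a set limit, 3 SD over the mean compound inhibition, cut at about 44% in these data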; also: inactives centre near -24
#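 Detection: OD615 turbidity measurement; Material: Saccharomyces cerevisiae DeaD strain BB579, replicative lifespan model yeast; Timing: 48 h exposure, 30 °C; Doses: single 10 µM dose; Medium: CSMM-D restrictive synthetic medium containing dextrose (glucose); Controls: amphotericin B at 10 µg/mL as positive control.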
# An asterisk follows results filed as active; . = not tested or not shown; & = joins results of further samples.
# The line under a structure holds: E-sel TNF inh, Measles CPE, HCT116 bCat-KO, NPY Y2 blocker, MRP-1 activ, GALR2 antag, HCT116 PTEN-null, Yeast lifespan up, Phagocytosis inh, BB579 growth dn
Cc1cc(C)c(C#N)c(SCC(=O)OC2CCCCC2)n1
  -20, 25, 82, 6, 1.4, 2, 97, 9, 0, -51
Cc1ccc(C(=O)c2ccccc2C(=O)O)c(O)c1
  ., 10, 98, 0, -0.9, -2, 91, -6, 1, 2
COc1ccc(C2=NN(C(=O)CSc3nc4ccccc4s3)C(c3ccc(OC)cc3)C2)cc1 (stereo unspecified)
  ., 7, 76, 4, 2.4, 4, 74, 9, -8, -30
O=C(CN1C(=O)NC(Cc2ccccc2)(Cc2ccccc2)C1=O)NCC1CCCCC1
  21, 7, 83, 80*, -1.5, -9, 80, -10, -1, -26
COc1ccc(C2(CNC(=O)c3cc([N+](=O)[O-])cc([N+](=O)[O-])c3)CCCC2)cc1OC
  63*, 5, 79, 2, -2.8, 1, 79, -4, ., -12
Cc1ccc(-c2noc(CCC(=O)Nc3ccccc3C)n2)cc1
  -11, 3, 100, 5, -0.9, 2, 112, -10, -1, -83
COc1ccc(CCNC(=O)COc2ccc(S(=O)(=O)NC3CCCCC3)cc2Cl)cc1
  -50, 3, 8, 0, -2.3, -2, 6, 0, -3, -31
COC(=O)C1=C(C)N=C2SCCC(=O)N2C1c1cc(Br)ccc1OC (stereo unspecified)
  ., 8, 85, 2, -3.1, 10, 78, -1, -2, -15
Cc1ccccc1-c1nc(CN2CCC(C(=O)NCCCN3CC(C)CC(C)C3)CC2)c(C)o1 (stereo unspecified)
  18, ., 32, 15, -3.1, 1, 36, -14, 0, -19
Cn1c(C(=O)NCc2ccccc2)cc2oc3ccccc3c21
  -4, 73*, 69, 6, 5.2*, -13, 75, -20, ., -9

# Some of these compounds in order of formula weight, smallest number first.
# The line under a structure holds: E-sel TNF inh, Measles CPE, HCT116 bCat-KO, NPY Y2 blocker, MRP-1 activ, GALR2 antag, HCT116 PTEN-null, Yeast lifespan up, Phagocytosis inh, BB579 growth dn
Cc1ccc(C(=O)c2ccccc2C(=O)O)c(O)c1
  ., 10, 98, 0, -0.9, -2, 91, -6, 1, 2
Cc1cc(C)c(C#N)c(SCC(=O)OC2CCCCC2)n1
  -20, 25, 82, 6, 1.4, 2, 97, 9, 0, -51
Cc1ccc(-c2noc(CCC(=O)Nc3ccccc3C)n2)cc1
  -11, 3, 100, 5, -0.9, 2, 112, -10, -1, -83
COC(=O)C1=C(C)N=C2SCCC(=O)N2C1c1cc(Br)ccc1OC (stereo unspecified)
  ., 8, 85, 2, -3.1, 10, 78, -1, -2, -15
COc1ccc(C2(CNC(=O)c3cc([N+](=O)[O-])cc([N+](=O)[O-])c3)CCCC2)cc1OC
  63*, 5, 79, 2, -2.8, 1, 79, -4, ., -12
Cc1ccccc1-c1nc(CN2CCC(C(=O)NCCCN3CC(C)CC(C)C3)CC2)c(C)o1 (stereo unspecified)
  18, ., 32, 15, -3.1, 1, 36, -14, 0, -19
COc1ccc(CCNC(=O)COc2ccc(S(=O)(=O)NC3CCCCC3)cc2Cl)cc1
  -50, 3, 8, 0, -2.3, -2, 6, 0, -3, -31

# New compounds follow
# The line under a structure holds: E-sel TNF inh, Measles CPE, HCT116 bCat-KO, NPY Y2 blocker, MRP-1 activ, GALR2 antag, HCT116 PTEN-null, Yeast lifespan up, Phagocytosis inh, BB579 growth dn
CCOc1cc(C(=O)OCC(=O)Nc2ccc(Cl)cn2)ccc1OCC(=O)N1CCOCC1
  -10, 10, 87, 0, -2.7, -4, 86, 1, -4, -26
CCC(=O)N1CCc2cc(S(=O)(=O)NC(Cc3ccccc3)C(=O)NC3CCCCC3C)ccc21 (stereo unspecified)
  15, 10, 75, 1, -2.0, -5, 89, 20, 0, -59
O=C(Cn1c(=O)n(-c2ccc(F)cc2)c(=O)c2sccc21)c1ccccc1
  ., 13, 98, -1, -1.2, 10, 91, 5, -7, -39
CCN(CC)S(=O)(=O)c1ccc(N2CCN(S(=O)(=O)c3ccccc3C#N)CC2)nc1
  6, 5, 75, 1, 0.5, 3, 79&74, -16, 7, -16
Cc1cc(C)n(S(=O)(=O)Cc2ccccc2)n1
  3, 9, 99, 0, 1.2, 5, 100, 0, ., -22
CN(C)c1nc(N(C)C)nc(N(C)C)n1
  ., 7, 96, -2, -0.7, 6, 108, 7, ., -36
CC/C(=N\OC(=O)c1ccc(OC(C)C)cc1)c1ccc(C)cc1
  9, 28, 97, 20*, -0.3, 2, 97, -10, -1, -53
N/C(=N\c1nc2ccccc2o1)NC(=O)c1ccccc1F
  15, 5, 101, 0, -4.7, 10, 92, -26, 0, -23
Cc1onc(-c2ccccc2Cl)c1C(N)=O
  -1, 7, 101, 0, -2.7, -2, 101, 0, 1, -19
COCCNC(=O)Nc1ccc2nc(C)sc2c1
  -4, 16, 100, 1, -3.0, 5, 94, ., ., 1

# Continued:
# The line under a structure holds: E-sel TNF inh, Measles CPE, HCT116 bCat-KO, NPY Y2 blocker, MRP-1 activ, GALR2 antag, HCT116 PTEN-null, Yeast lifespan up, Phagocytosis inh, BB579 growth dn
COC(=O)c1ccc2ccn(CC(=O)NC(C)C)c2c1
  -17, 8, 92, -1, 0.1, 8, 93, -13, 2, -46
CCOc1cc2[nH]c(=S)n(CCN3CCCCC3C)c(=O)c2cc1OCC (stereo unspecified)
  8, 3, 86, 2, -1.9, -15, 84, -1, 0, -12
CCOC(=O)C1=C(O)C(=O)NC(c2ccccc2)=C(OCC)C1
  13, 8, 103, 1, -0.4, 0, 92, 15, 1, -43
CC1(C)CC(=O)C=C(Nc2ccc(OCC(F)(F)C(F)F)cc2)C1
  -6, 8, 101, 1, 0.1, 4, 91, -2, -1, -6
CCC1CCCCN1C(=O)COC(=O)c1cc2ccccc2cc1O (stereo unspecified)
  -27, 20, 92, 9, 1.4, 10, 95, -12, 0, -50
Cn1ncc([N+](=O)[O-])c1C(=O)Nc1nc2ccccc2n1CCN1CCCCC1
  11, 4, 81, 2, -3.9, -13, 80, -7, ., -39
Cc1ccc(-n2nc(C)cc2NC(=O)c2ccc(C)s2)cc1
  -14, 22, 90, 1, -0.7, -16, 92, -1, 2, -13
CC(C)Cn1c(C(C)NC(=O)Cc2ccccc2)nc2ccccc21 (stereo unspecified)
  ., 2, 86, 3, -2.0, 14, 102, -5, 0, 10
NC1=NS(=O)(=O)NC1c1ccc(Cl)cc1 (stereo unspecified)
  13, 6, 100, 0, 0.5, -1, 106, -1, 7, -69
C=CCn1c(SCc2c(Cl)cccc2Cl)nnc1-c1cccnc1
  18, 21, 90, 10, -0.8, -12, 94, 13, -2, -81

# Further compounds follow.
# The line under a structure holds: E-sel TNF inh, Measles CPE, HCT116 bCat-KO, NPY Y2 blocker, MRP-1 activ, GALR2 antag, HCT116 PTEN-null, Yeast lifespan up, Phagocytosis inh, BB579 growth dn
O=C(CN1C(=O)NC2(CCCC2)C1=O)Nc1ccc(F)cc1
  -17, 2, 101, 6, 1.7, 5, 112, -5, -2, -29
CCn1c(=O)cc(OCC(=O)Nc2nc(C)cs2)c2ccccc21
  ., 28, 98, 0, -2.8, 13, 84, -9, -1, 22
CCOC(=O)c1c(C)[nH]c(N=Nc2ccccc2)c1C
  -2, 5, 64, 4, -1.7, -4, 64, -19, -1, -63
CCc1nnc(NS(=O)(=O)c2ccc(NS(=O)(=O)c3ccc(NC(C)=O)cc3)cc2)s1
  ., 21, 101, 2, -0.4, 9, 103, -13, -1, -13
COc1ccc(CNC(=O)COC(=O)c2n[nH]c3ccccc23)cc1OC
  0, 21, 82, 6, -2.8, 3, 82, 6, ., -34
Cc1ccc(C(=O)OCC(=O)Nc2ccccc2)cc1NC(=O)c1ccco1
  -1, 4, 94, -1, -1.6, 16, 106, -12, -1, -39
COc1ccccc1NC(=O)c1ccc(-c2ccccc2F)o1
  -9, 8, 83, 17, -3.3, 14, 84, -3, 0, -52
CC(/C=C/c1ccc(C)o1)=C\C(=O)O
  -7, 1, 105, 8, -2.7, 6, 94, -3, ., -1
Nn1c(SCC(=O)Nc2ccc(S(=O)(=O)N3CCCC3)cc2)nnc1C(F)(F)F
  6, 10, 98, 2, -1.3, -3, 106, -12, ., -78
O=C(NC(=S)NC(=O)c1ccccc1F)c1ccccc1F
  ., 4, 92, 3, 7.1*, 1, 105, 20, -1, -10

# The listing continues:
# The line under a structure holds: E-sel TNF inh, Measles CPE, HCT116 bCat-KO, NPY Y2 blocker, MRP-1 activ, GALR2 antag, HCT116 PTEN-null, Yeast lifespan up, Phagocytosis inh, BB579 growth dn
CC1(C)NC(=O)N(CC(O)CN2C(=O)CCC2=O)C1=O (stereo unspecified)
  11, 4, 103, 0, 0.2, -12, 106, -2, -3, -26
Cn1c(=O)[nH]c2cc3ccccc3cc21
  7, 16, 96, 1, -1.4, -2, 85, -9, ., -23
CN(C)CCOCCSc1ccc(Cl)cc1
  14, 18, 90, 3, -2.8, -20, 97, -6, ., -5
O=C(c1cccc(-n2cnnn2)c1)N1CC=C(c2ccccc2)CC1
  ., 17, 98, 1, -0.6, 6, 97, -3, 1, -34
COC(=O)c1ccccc1Nc1ccccc1
  13, 22, 107, -1, 0.3, 1, 89, -13, -2, -15
NC(=O)C(c1ccccc1)c1ncc(C(F)(F)F)cc1Cl (stereo unspecified)
  2, 34, 105, 2, -2.0, 1, 94, 7, ., -36
Cc1ccc(CSCC(=O)N2CCN(c3ccccc3)CC2)cc1
  ., 21, 77, 7, 1.3, 3, 70, -4, -10, -22
COCCCn1c(SCC(=O)NC2CCCC2)nnc1-c1ccco1
  ., 28, 92, 0, -1.8, -5, 93, -14, -1, -36
CCOc1ccc(NC(=S)N(CCc2c(C)[nH]c3ccc(C)cc23)Cc2ccco2)cc1
  0, 28, 58, -1, -3.4, 0, 65, -1, ., 12
Cc1ccc(-c2nn(-c3ccccc3)cc2C2CC(c3cccs3)=NN2C(=O)CCC(=O)O)cc1 (stereo unspecified)
  -29, 8, 98, 3, -0.7, 3, 97, 2, 0, -36

# Next section
# The line under a structure holds: E-sel TNF inh, Measles CPE, HCT116 bCat-KO, NPY Y2 blocker, MRP-1 activ, GALR2 antag, HCT116 PTEN-null, Yeast lifespan up, Phagocytosis inh, BB579 growth dn
CCOc1ccc(NC(=O)C2CCC(C)(C(=O)O)C2(C)C)cc1 (stereo unspecified)
  -7, 8, 107, 1, -2.0, -10, 102, 1, -1, -33
CCCC1CC(=O)OC1(C)C(=O)CSc1n[nH]c(-c2ccccc2)n1 (stereo unspecified)
  15, 30, 85, 0, -3.7, -22, 96, -10, 0, -39
O=C(O)Cc1cc2c(s1)CCCCC2
  -28, 20, 91, 5, 0.0, 2, 97, 10, -1, -20
Cn1cccc1Cc1nnc(SCC(=O)Nc2cccc(F)c2)n1-c1ccc(F)cc1
  -16, 27, 83, -1, -3.8, 0, 93, 0, 0, -33
N#Cc1c(NC(=O)CSc2ncn[nH]2)sc2c1CCCC2
  ., 2, 92, -3, -2.3, -6, 92, -7, 0, -14
O=C(NCCc1cccs1)C12CN(Cc3ccccc3)CC1C(c1cccc([N+](=O)[O-])c1)=NO2 (stereo unspecified)
  ., 11, 79, 0, -1.4, -7, 80, -16, 1, -20
